Screens from PubChem BioAssay.
KinaseGlo FLuc: Counterscreen for Luciferase (Kinase-Glo TM) Inhibition; Luciferin 4-monooxygenase (Photuris pensylvanica), Q27757; Kinase-Glo luciferase, ATP luminescence, 8 min; Potency, µM (doses to about 38.3 µM), for inactives: at the highest dose activity change, negative = inhibition, usual class: inhibitors; 0.28% of 200,000 active; AID 1379, 2008; also: potency is read from the fitted curve at half-maximal effect; % is scaled to controls: 0 for no effect and ±100 for the full control effect; nearly all actives have a fitted effect of over 60% in size
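Compound is pinned into ATP-containing buffer (10 uM ATP, imidazole pH 7.2, 7 mM MgCl2). Kinase-Glo luciferase reagent is then added. Light output is recorded following an 8-min room-temperature incubation.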
IMPase Li inh: qHTS Assay for Identifying the Cell-Membrane Permeable IMPase Inhibitors: Potentiation with Lithium | Potency, µM (highest dose often 59.4 µM), for the others: top-dose activity, negative = IMPase inhibition, usual class: inhibitors | AID 1457, 2008 | CHO-M1 cells, IP1 TR-FRET (IP-One), carbachol + lithium | 0.35% of 210,000 active;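 also: IP1 builds up when IMPase is blocked and the TR-FRET signal falls; potency is read from the fitted curve at half-maximal effect; plate controls were basal vehicle for no effect and high inhibitor control for full effect; nearly all actives have a fitted effect of over 50% in size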
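Concentration–response in CHO-M1 cells, lithium-potentiated; 30 min at 37C. IP1 detected by competitive TR-FRET after 10 min lysis at RT. Hill-fitted AC50.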
CBFb RUNX1 block: qHTS Assay for Compounds Blocking the Interaction Between CBF-beta and RUNX1 for the Treatment of Acute Myeloid Leukemia. AlphaScreen CBFb-His/RUNX1-biotin binding, biochemical. Runt-related transcription factor 1 (Homo sapiens) + Core-binding factor subunit beta …. AID 1477, 2009. 230,000 tested, under 10 active. Potency, µM (titrated, usually from 59.8 µM), without a hit: at the highest dose activity, negative = inhibition, usual class: inhibitors; also: % of control where 0% means no effect
Target sequence (Q01196 whole entry, looked up): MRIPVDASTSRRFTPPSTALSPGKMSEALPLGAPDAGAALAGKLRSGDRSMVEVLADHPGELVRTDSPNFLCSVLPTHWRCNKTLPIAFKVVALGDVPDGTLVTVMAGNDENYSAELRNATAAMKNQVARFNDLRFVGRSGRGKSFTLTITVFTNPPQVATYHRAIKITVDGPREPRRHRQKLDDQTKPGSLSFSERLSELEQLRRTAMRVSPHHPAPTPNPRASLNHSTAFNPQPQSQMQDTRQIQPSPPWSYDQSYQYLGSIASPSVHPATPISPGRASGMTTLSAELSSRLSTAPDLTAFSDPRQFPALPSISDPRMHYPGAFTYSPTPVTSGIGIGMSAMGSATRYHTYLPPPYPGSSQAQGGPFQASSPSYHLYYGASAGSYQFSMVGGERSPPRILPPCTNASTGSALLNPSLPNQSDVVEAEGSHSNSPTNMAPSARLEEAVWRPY
Target sequence (Q13951 whole entry, looked up): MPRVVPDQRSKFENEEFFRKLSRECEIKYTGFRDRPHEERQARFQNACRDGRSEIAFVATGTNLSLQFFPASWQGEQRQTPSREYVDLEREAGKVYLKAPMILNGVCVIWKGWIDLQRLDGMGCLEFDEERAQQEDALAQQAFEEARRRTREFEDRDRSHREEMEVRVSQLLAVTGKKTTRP
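Bead-based AlphaScreen assay; binding partners His-tagged CBF-beta and biotinylated RUNX1 at 30 nM each. Compound exposure 15 min after a 20-min protein preincubation; bead step 90 min; all steps at room temperature.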
LMNA splice mod: qHTS Assay for Modulators of Lamin A Splicing | HeLa LMNA splicing GFP/RFP minigene ratio, 48 h | Potency, µM (top dose mostly 46.1 µM), for the others: top-dose ratio change, negative = inhibition, actives largely listed as inhibitors | 0.01% of 200,000 active | AID 1487, 2009; active = well fitted inhibition curve with a large enough effect in the signal ratio, with a control signal flat, not every such curve was filed as active; inconclusive = small, poorly fitted or top-dose-only effect, or effect the other way, or a change in a side signal; the % refers to the signal ratio; also: potency is read from the fitted curve at half-maximal effect; % is scaled to controls: 0 for no effect and ±100 for the full control effect
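Read-out is the ratio of GFP to DsRed2 object intensity, acquired by 488 nm laser-scanning cytometry on HeLa lamin A-EGFP minigene reporter cells. Compound incubation 48 hrs at 37 °C in Opti-MEM with 2% FBS; DMSO 0.5% final.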
NPSR antagonist: qHTS Assay for Antagonists of the Neuropeptide S Receptor: cAMP Signal Transduction. AID 1461, 2008. Potency, µM (top dose mostly 38.3 µM), for inactives: top-dose activity change, negative = inhibition, usual class: inhibitors. 1% of 220,000 active. CHO-NPSR cells, cAMP TR-FRET, antagonist mode; also: potency is read from the fitted curve at half-maximal effect; % is scaled to controls: 0 for no effect and ±100 for the full control effect; nearly all actives have a fitted effect of over 50% in size; many of its hits are not listed in these tables
Target sequence (Q6W5P4 whole entry, looked up): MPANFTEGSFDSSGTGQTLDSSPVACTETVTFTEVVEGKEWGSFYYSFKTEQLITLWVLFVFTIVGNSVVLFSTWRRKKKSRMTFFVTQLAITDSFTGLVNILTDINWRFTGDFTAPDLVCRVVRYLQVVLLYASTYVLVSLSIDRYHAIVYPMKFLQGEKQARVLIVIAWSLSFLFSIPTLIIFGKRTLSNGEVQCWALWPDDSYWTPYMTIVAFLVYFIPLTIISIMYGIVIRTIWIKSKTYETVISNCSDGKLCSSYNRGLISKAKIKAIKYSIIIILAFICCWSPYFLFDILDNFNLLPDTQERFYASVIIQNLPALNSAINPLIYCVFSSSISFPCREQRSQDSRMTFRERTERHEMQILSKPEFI
Epigenetic derep: Quantitative High-Throughput Screen for Regulators of Epigenetic Control; murine LDR cells, GFP reporter derepression, 30 h; Potency, µM (series often up to 53.9 µM), for inactives: at the highest dose GFP activation, usual class: activators; 0.2% of 280,000 active; AID 1865, 2009; also: potency is read from the fitted curve at half-maximal effect; % of control where 0% means no effect; nearly all actives have a fitted effect of over 60% in size
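In this reporter-derepression format, murine cells bearing a silenced integrated CMV-GFP locus incubate with test compound (30 h, 37 C), then are washed and imaged; fluorescent objects of 20–120 um count as induced cells.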
GLA spleen mod: qHTS Assay for Inhibitors and Activators of Human alpha-Galactosidase From Spleen Homogenate. Alpha-galactosidase A (Homo sapiens), P06280. human spleen homogenate, 4MU-alpha-Gal fluorescence, 40 min. Potency, µM (series often up to 80 µM), without a hit: at the highest dose activity change, negative = inhibition, most hits filed as inhibitors. 0.008% of 240,000 active. AID 2107, 2009;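 also: potency is read from the fitted curve at half-maximal effect; 0% = enzyme with vehicle and -100% = no enzyme basal signal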
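Human spleen homogenate (1 ug) as enzyme source, 4-methylumbelliferyl-alpha-D-galactopyranoside 1 mM final, citrate/phosphate pH 5.0 with 0.01% Tween-20. Compounds 40 min at 37C, NaOH/glycine stop; fluorescence Ex 365/Em 440, Hill-fit AC50.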
Active calls of the source: *; u = inconclusive; x = no result given; & = joins results of further samples; [ ] = remark or other dose. Unless noted, calls follow the shape of the dose curve; as a rule, active = well fitted curve in the direction sought with a large enough effect; inconclusive = small, poorly fitted or top-dose-only effect, or another doubt; inactive = no such curve, though single readings can be large; an effect the other way counts as inactive or inconclusive. Some of the compounds tested, so the mix of outcomes need not match the whole.

(1) COc1cc(N2CCOCC2)ccc1/C=C1\C(=O)NC(=O)N(C2CCCCC2)C1=O
(2) CN1CCCC2(CCN(C(=O)Oc3ccccc3)CC2)C1
(3) C/C=C(/C)C(=O)OC1CC[C@]2(C)C3CCC4[C@]5(O)CC(O)[C@]6(O)C(CN7CC(C)CCC7[C@]6(C)O)[C@]5(O)C[C@@]42O[C@]13O (stereo not given in full)
(4) CC1C(=O)OC2C(O)C34C5OC(=O)[C@@]3(OC3OC(=O)[C@H](O)[C@]34C(C(C)(C)C)C5O)[C@]12O (stereo not given in full)
(5) Cc1cc(C)n(CCOC(=O)C2C(C=C(Cl)Cl)C2(C)C)n1 (stereo not given)

Assay by compound,1,2,3,4,5
NPSR antagonist,1%,x,x,x,-19%[46.1 µM]
KinaseGlo FLuc,-4%,0%,-1%,0%,0%
LMNA splice mod,5%,x,-6%,x,-8%
CBFb RUNX1 block,-5%,x,x,4%,11%
GLA spleen mod,-8%,-1%,6%,-3%,-3%
IMPase Li inh,-4%,23%,11%,-3%,38%[activator][38.3 µM]
Epigenetic derep,-0.9%,x,-0.4%,0.8%,0.0%

Values by screen from the list.
LMNA splice mod for nos. 1 to 5: 5%, x, -6%, x, -8%

New compounds follow
(6) c1ccc(Nc2ccc3ccccc3c2)cc1
(7) CN1CCN(CCC(=O)OC2CC3CCC(C2)N3C)CC1 (stereo not given)
(8) CCCN1CC[C@@H]2c3cc(O)ccc3CC[C@@H]21
(9) CSc1ccc(C(=O)C2CCCN(Cc3cccnc3)C2)cc1 (stereo not given)
(10) CC12CN3CCN(C1)CC(C)(C3)C2=NO

Assay by compound,6,7,8,9,10
NPSR antagonist,x,-11%[46.1 µM],9%[46.1 µM],-12%,-7%[46.1 µM]
KinaseGlo FLuc,x,0%,-1%,8%,-1%
LMNA splice mod,x,-4%,u,x,7%
CBFb RUNX1 block,30%[21.7 µM],12%,-2%&-1%,13%,2%
GLA spleen mod,11%,0%,6%&-8%,2%,-1%
IMPase Li inh,-22%,5%,14%,18%,13%[38.3 µM]
Epigenetic derep,x,0.0%,3.6%,-1.0%,3.4%

(11) CN(CC1COc2ccccc2O1)c1nc(-c2cccnc2)nc2ccccc12 (stereo not given)
(12) CC(=O)Nc1ccc(C(c2c(O)c3ccccc3oc2=O)c2c(C)n(C)n(-c3ccccc3)c2=O)cc1 (stereo not given)
(13) COCCCn1c(N)c(C(=O)Nc2ccccc2)c2nc3ccccc3nc21
(14) C=C[C@H]1CN2CC[C@H]1C[C@H]2c1[nH]c2ccccc2c1CCO
(15) CCOc1cc(/C=C2/C(=O)NC(=O)N(c3ccc(CC)cc3)C2=O)ccc1OC(=O)c1cccs1

Assay by compound,11,12,13,14,15
NPSR antagonist,u,-5%,u,x,-29%[46.1 µM]
KinaseGlo FLuc,-6%,3%,x,1%,-1%
LMNA splice mod,u,x,x,x,4%[0.0737 µM]
CBFb RUNX1 block,-3%,0%,u,7%[21.7 µM],-6%
GLA spleen mod,-1%,5%,9%,1%,1%
IMPase Li inh,15%[38.3 µM],-6%,x,15%,1%[38.3 µM]
Epigenetic derep,0.2%,5.0%,1.2%,3.1%,-0.9%

(16) O=C(Cl)C(Cl)(Cl)Cl
(17) CC[C@]12CCCN3CCC4(c5ccccc5NC4C(C(=O)O)C1)C32 (stereo not given in full)
(18) Cn1cc(C=C(C#N)C#N)c2ccccc21
(19) O=c1c2ccccc2nc(-c2ccco2)n1-c1ccc(Br)cn1
(20) CCOP(=O)(OCC)C(NC(=O)C(Cl)Cl)C(Cl)(Cl)Cl (stereo not given)

Assay by compound,16,17,18,19,20
NPSR antagonist,x,x,-4%,-11%[46.1 µM],-7%[46.1 µM]
KinaseGlo FLuc,x,0%,-1%,-6%,0%
LMNA splice mod,x,x,x,-9%,15%
CBFb RUNX1 block,11%[21.7 µM],-13%,0%,-5%,-1%
GLA spleen mod,-6%,-5%,3%,1%,1%
IMPase Li inh,-5%,22%,1%,-5%[38.3 µM],1%[38.3 µM]
Epigenetic derep,x,-0.1%,u,-1.1%,-1.1%

Reprinted from the part before: 2 compounds, then new ones.
(19) O=c1c2ccccc2nc(-c2ccco2)n1-c1ccc(Br)cn1
(20) CCOP(=O)(OCC)C(NC(=O)C(Cl)Cl)C(Cl)(Cl)Cl (stereo not given)
(21) Cc1cc(N(CCCl)CCCl)ccc1/C=N/NC(=O)c1ccco1
(22) Cc1ccc(S(=O)(=O)Nc2cc(C(=O)N3CCC4(CC3)OCCO4)ccc2N2CCCCC2)cc1
(23) O=C(c1ccc(N2CC3CC(C2)c2cccc(=O)n2C3)c([N+](=O)[O-])c1)N1CCCC1 (stereo not given)
(24) CCC1CN2CCC1CC2C(O)c1ccnc2ccc(OC)cc12 (stereo not given)
(25) Cn1c(O)c(C(=O)c2ccccc2)c(=O)n(C)c1=O

Assay by compound,19,20,21,22,23,24,25
NPSR antagonist,-11%[46.1 µM],-7%[46.1 µM],-16%[46.1 µM],u,2%,x,-10%[46.1 µM]
KinaseGlo FLuc,-6%,0%,-2%,1%,-1%,-4%,1%
LMNA splice mod,-9%,15%,u,u,x,x,u
CBFb RUNX1 block,-5%,-1%,0%,4%,-16%,2%,6%
GLA spleen mod,1%,1%,1%,4%,-2%,-6%,19%
IMPase Li inh,-5%[38.3 µM],1%[38.3 µM],3%[38.3 µM],37%[activator][38.3 µM],u,20%,-6%[38.3 µM]
Epigenetic derep,-1.1%,-1.1%,3.1%,-2.2%,-1.1%,-0.5%,-1.6%

(26) CCOC(=O)C1(c2ccccc2)CCN(CC(=O)Nc2cccc3ccccc23)CC1
(27) O=C(N/N=C/C1C(=O)NC(=S)N(c2ccccc2)C1=O)c1cc(Br)c(O)c(Br)c1 (stereo not given)
(28) O=C(c1cc([N+](=O)[O-])ccc1N1CCNCC1)N1CCOCC1
(29) CC1CCN2c3nc4ccccn4c(=O)c3CC3(C(=O)N(C)C(=O)N(C)C3=O)C2C1 (stereo not given)
(30) CCN(CC)CCNCc1nc2ccccc2c(=O)n1-c1ccc(F)cc1

Assay by compound,26,27,28,29,30
NPSR antagonist,-28%,-17%,17%,-2%[46.1 µM],19%
KinaseGlo FLuc,1%,1%,3%,2%,-1%
LMNA splice mod,u,x,-10%,-12%,-14%
CBFb RUNX1 block,2%,u,0%,10%,0%
GLA spleen mod,2%,-4%,-2%,-11%,5%
IMPase Li inh,4%,3%,5%,13%[38.3 µM],3%
Epigenetic derep,0.2%,8.9%,5.2%,2.6%,1.0%

(31) CCOP(=O)(OCC)c1cc(CC)ccc1O
(32) O=[N+]([O-])c1ccc(Cl)c(Cl)c1
(33) C/C=C1/CN2CC[C@]34C(=C(C=O)[C@H]1C[C@@H]23)Nc1ccccc14
(34) O=c1c2ccccc2[nH]c(=S)n1-c1cccnc1
(35) C[C@]12N[C@@H](Cc3ccccc31)c1ccccc12

Assay by compound,31,32,33,34,35
NPSR antagonist,-15%,x,x,-26%,x
KinaseGlo FLuc,x,x,0%,x,0%
LMNA splice mod,x,x,x,x,-3%&-6%
CBFb RUNX1 block,0%,16%[21.7 µM],-27%,5%,1%&-5%&14%&0%[21.7 µM]
GLA spleen mod,3%,4%,0%&4%,12%,3%
IMPase Li inh,x,-9%,19%,x,13%&11%&-7%&-4%
Epigenetic derep,1.3%,x,2.4%,-4.3%,-2.6%

Given with tabs: part of the list above
#	Molecule	NPSR antagonist	KinaseGlo FLuc	LMNA splice mod	CBFb RUNX1 block	GLA spleen mod	IMPase Li inh	Epigenetic derep
32	O=[N+]([O-])c1ccc(Cl)c(Cl)c1	x	x	x	16%[21.7 µM]	4%	-9%	x
33	C/C=C1/CN2CC[C@]34C(=C(C=O)[C@H]1C[C@@H]23)Nc1ccccc14	x	0%	x	-27%	0%&4%	19%	2.4%

Other structures
(36) CCCCCn1c(=O)c(C(=O)NCc2ccco2)c(O)c2ccccc21
(37) C=C(C)C(=O)CP(=O)(OCC)OCC
(38) O=C(CN1C(=O)CCSc2ccccc21)N1CCC2(CC1)OCCO2
(39) N#CC(C#N)=Cc1ccc([N+](=O)[O-])c(O)c1
(40) CCCNc1oc(-c2cccc3ccccc23)nc1C#N

Assay by compound,36,37,38,39,40
NPSR antagonist,17%,x,-3%[46.1 µM],-2%[46.1 µM],-4%[46.1 µM]
KinaseGlo FLuc,1%,-3%,3%,-11%,-1%
LMNA splice mod,u,x,-2%,u,13%
CBFb RUNX1 block,-2%,-1%,2%,u,15%
GLA spleen mod,-15%,16%,-5%,-3%&-5%&-1%&0%,u
IMPase Li inh,7%,22%,7%[38.3 µM],12%&33%&-4%&12%,u
Epigenetic derep,0.1%,5.7%,-3.0%,1.0%&3.2%&0.0%&0.0%,-1.0%

(41) COc1cc2[nH]c(=S)n(-c3ccccc3)c(=O)c2cc1OC
(42) CN(C)P(=O)(C(Cl)=C(N1CCCCC1)N1CCCCC1)N(C)C
(43) CCN(CC)CCN=C(C)c1c(O)n(-c2ccccc2OC)c(=O)[nH]c1=O
(44) CCN1C[C@]2(COC)CC[C@H](OC)[C@@]34C5C[C@@H]6[C@@H](OC)C[C@@]7(OCO[C@@]7([C@@H](O)C23)[C@@H]14)C5[C@H]6OC (stereo not given in full)
(45) COc1cc(Cn2c(=O)oc3ccc(C)cc32)ccc1OC(C)C
(46) O=c1c(C=NCc2cccs2)c(O)n(C2CCCCC2)c(=O)n1C1CCCCC1
(47) CCOc1cc(-c2c(C#N)c(=O)[nH]c3c2c(C)nn3-c2ccc(F)cc2)ccc1O

Assay by compound,41,42,43,44,45,46,47
NPSR antagonist,-11%,22%[46.1 µM],-9%[46.1 µM],x,-22%,u,u
KinaseGlo FLuc,0%,-1%,0%,x,4%,2%,6%
LMNA splice mod,x,3%,-1%,x,u,10%,u
CBFb RUNX1 block,-2%,4%,5%,16%,2%,-1%,3%
GLA spleen mod,7%,-4%,1%,9%,0%,-3%,-3%
IMPase Li inh,u,-11%[38.3 µM],-4%[38.3 µM],-22%,20%,0%[38.3 µM],-11%[38.3 µM]
Epigenetic derep,0.2%,6.8%,0.7%,6.3%,6.2%,-1.6%,0.7%
